# mec2-1: NCI yeast anticancer drug screen, S. cerevisiae mec2-1 strain. % growth inhibition at 50 µM. hit rate 9% among 79,000. AID 157;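 further: 0% = growth of vehicle-only cultures of the same strain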
#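 mec2-1 yeast strain, carrying an alteration in DNA damage repair or cell cycle control, was exposed to compounds; growth inhibition was measured relative to vehicle-treated controls.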
# yeast rad50: NCI yeast anticancer drug screen, S. cerevisiae rad50 strain | % growth inhibition at 50 µM | hit rate 10% among 79,000 | AID 155;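 further: 0% = growth of vehicle-only cultures of the same strain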
#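 Compounds were tested on a yeast strain with an engineered DNA damage repair alteration; the reported value is growth inhibition normalised to vehicle treatment.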
# sgs1 mgt1: NCI yeast anticancer drug screen, S. cerevisiae sgs1 mgt1 strain; % growth inhibition at 50 µM; hit rate 10% among 78,000;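 further: 0% = growth of vehicle-only cultures of the same strain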
#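 Growth of a repair-deficient yeast mutant was monitored after compound treatment and expressed as inhibition relative to vehicle-treated cultures.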
# yeast bub3: NCI yeast anticancer drug screen, S. cerevisiae bub3 mutant strain | AID 167 | hit rate 9.9% among 78,000 | % growth inhibition at 50 µM;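 further: 0% = growth of vehicle-only cultures of the same strain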
#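 In this screen, a yeast mutant lacking normal mitotic checkpoint function is challenged with compound. Relative growth versus vehicle gives the inhibition value.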
# yeast mlh1 rad18: NCI yeast anticancer drug screen, S. cerevisiae mlh1 rad18 strain; % growth inhibition at 50 µM; hit rate 11% among 79,000; AID 175;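 further: 0% = growth of vehicle-only cultures of the same strain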
#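 Compound-treated yeast growth, normalised to vehicle controls. Strain bears defined DNA repair mutations.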
# cln2 rad14: NCI yeast anticancer drug screen, S. cerevisiae cln2 rad14 strain; % growth inhibition at 50 µM; hit rate 8.3% among 78,000;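 further: 0% = growth of vehicle-only cultures of the same strain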
#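 Test compounds were added to cln2 rad14 yeast cultures; inhibition of growth was then determined by comparison with vehicle treatment.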
# Active calls of the source: *; & = joins results of further samples. No stated cut-off is given here; in the data, active means growth inhibition above about 70%; inactive means the rest.
molecule	mec2-1	yeast rad50	sgs1 mgt1	yeast bub3	yeast mlh1 rad18	cln2 rad14
O=C(O)Cc1cc(=O)oc2ccccc12	-12	7	8	-7	9	-16
Nc1ncc2c(n1)CSCC2=O	28	-9	14	17	12	-3
N#C/C(=N\NC(=O)c1cccnc1)c1ccc(Cl)cc1	-4	-9	0	-11	2	-50
O=C1c2ccccc2C(=O)N1CCc1ncc(-c2ccccc2)[nH]1	8	-16	-16	1	2	12
O=C(COc1ccc(Br)cc1Br)N1N=C(c2ccc([N+](=O)[O-])o2)CC1(O)c1ccccc1 (centres undefined)	71*	19	71*	60	59	76*
NCCCNCCCCNCCCN	-27&31	-13&14	-15&14	-16&28	3&20	-10&8
Cc1c(C)c2c(c(C)c1O)CCC(=O)O2	-2	2	7	6	-9	9
C=C(C(=O)O)C(=O)O	-4	-14	-2	2	-5	4
COC(=O)C1CC2(C(=O)OC)CC(C(=O)OC)(CC(C(=O)OC)C2=O)C1=O (centres undefined)	0	10	14	18	4	12
CO/N=C1/c2sccc2[C@H](NC(=O)C(Cc2ccccc2)NC(=O)OC(C)(C)C)[C@@H]1O (some centres undefined)	-13	-18	-14	-2	14	-12
NNC(=O)CCc1ccc2ccc3ccccc3c2c1	-10	28	20	37	71*	25
c1ccc(CN2COc3c(ccc4c5c(ccc34)CN(Cc3ccccc3)CO5)C2)cc1	-10	5	-38	-20	-9	-14
COc1ccc(N=Nc2sc(N)nc2-c2cccc([N+](=O)[O-])c2)cc1	5	5	10	9	12	-14
COC1=C(/C(=N/Nc2ccc([N+](=O)[O-])cc2[N+](=O)[O-])c2ccccc2)COC1=O	9	17	-8	93*	5	4
O=c1[nH]c(=S)[nH]c(-c2ccccc2)c1Cc1c(O)ccc2ccccc12	90*	89*	84*	81*	80*	75*
CNC(=O)Nc1ccc(C(=O)NCC(=O)O)cc1	-10	0	-4	23	0	-2
O=C(O)C1=C(C(=O)Nc2ccc(NC(=O)C3=C(C(=O)O)C4C=CC3C4)cc2)C2C=CC1C2	0	-1	-6	0	10	-28
CC1(C2=CCCCC2)CCC(=O)NC1=O (centres undefined)	11	-6	0	14	29	35
CCCCCCCCCCN=C(N)CSSCC(N)=NCCCCCCCCCC	97*	96*	97*	95*	97*	93*
COC(=O)/C(C#N)=C/n1ccc(=O)[nH]c1=S	-36	-70	-28	-29	-60	-43
COC(=O)C(C(=O)OC)C1CC(=O)OC(C)(C)C1 (centres undefined)	-10	-2	14	0	-40	-6
COc1cc(OC)c(C(=O)/C=C/c2ccccc2)c(O)c1OC	-8	25	21	-15	31	-45
c1ccc(CSc2ccc3nncc(SCc4ccccc4)c3c2)cc1	7	4	6	6	12	-1
COC(=O)C1=C(C(=O)OC)C2(C)OC1C(=O)C21CC1 (centres undefined)	85*	88*	87*	94*	94*	76*
O=C(CBr)c1cccc(OC(=O)c2ccccc2)c1	26	44	68	56	16	30

# Taken from above.
# In yeast mlh1 rad18, O=C(CBr)c1cccc(OC(=O)c2ccccc2)c1 is listed with 16
# In cln2 rad14, CCCCCCCCCCN=C(N)CSSCC(N)=NCCCCCCCCCC is listed with 93*
# In mec2-1, COC(=O)/C(C#N)=C/n1ccc(=O)[nH]c1=S is listed with -36

# Back to the main list, starting 4 compounds before the break.
molecule	mec2-1	yeast rad50	sgs1 mgt1	yeast bub3	yeast mlh1 rad18	cln2 rad14
COc1cc(OC)c(C(=O)/C=C/c2ccccc2)c(O)c1OC	-8	25	21	-15	31	-45
c1ccc(CSc2ccc3nncc(SCc4ccccc4)c3c2)cc1	7	4	6	6	12	-1
COC(=O)C1=C(C(=O)OC)C2(C)OC1C(=O)C21CC1 (centres undefined)	85*	88*	87*	94*	94*	76*
O=C(CBr)c1cccc(OC(=O)c2ccccc2)c1	26	44	68	56	16	30
CCCCCCCCCCCCCCCCCCS(=O)(=O)CC(O)CO (centres undefined)	5	-4	-1	-11	12	2
O=C1c2ccc3ccccc3c2CCC1[n+]1ccc2ccccc2c1 (centres undefined)	77*	53	71*	71*	70	84*
O=C(Nn1c(-c2ccccc2)nc2ccccc2c1=O)c1ccc([N+](=O)[O-])cc1	15	-2	5	17	14	-1
Cc1cc(C(=O)O)ccc1C(=O)O	-32	-14	-2	-20	-25	-39
Nc1nc(=S)c2ncn(-c3ccc(Cl)cc3)c2[nH]1	-2	2	2	1	-15	-6
OCCSc1nc2ccc(N=Cc3ccccc3O)cc2s1	-4	-19	-10	-8	-23	-11
O=S(=O)(O)c1cc2c3ccccc3ccc2c2ccccc12	-5	2	14	-1	22	-16
CCC1(C(=O)O)OC1(C)c1cccs1 (centres undefined)	-9	-40	-3	10	2	-27
Cn1c(=O)c2[nH]c(-c3ccc4c(c3)OCO4)nc2n(C)c1=O	-15	-14	-15	13	-6	-5
CC1=C(C#N)C(=O)CC(c2ccc(Cl)cc2)N(C)N1 (centres undefined)	1	-4	-6	-7	14	9
NC(=O)NN=C(CCl)CCl	11	4	-23	-7	-38	-59
CC1=NC(C)C(C)S1 (centres undefined)	6	9	-2	56	13	16
CSc1ccc(NC(=O)Nc2ccc(Cl)cc2Cl)cc1	43	2	32	35	29	-13
Cc1ccc(Cl)c(NC(=O)COc2ccc(Cl)cc2)c1	28	-1	22	33	26	-7
c1ccc(C23c4ccccc4C2c2ccccc23)cc1 (centres undefined)	12	14	22	18	14	10
CCCCCCCCCCCCOC(=S)CCl	-11	-11	11	5	15	-19
Cc1c2oc3c(C)ccc(C(=O)NCCN4CCN(c5ccccc5)CC4)c3nc-2c(C(=O)NCCN2CCN(c3ccccc3)CC2)c(N)c1=O	2	-5	-8	-4	-33	-11
O=C(O)c1ccnc2c(S(=O)(=O)O)cccc12	-2	15	-1	3	12	-35
CC(=O)Nc1ccc(OCCCOc2ccc([N+](=O)[O-])cc2)cc1	16	-5	7	6	-19	-5
CC(C)=CCc1c(C)cc2cc3c(c(O)c2c1O)C(O)=CC(=O)C3(CC=C(C)C)C/C=C(\C)CO (centres undefined)	37	55	53	49	46	47
CC(C)C(C#N)(C(C)C)C(C)C	15	23	4	-2	22	-30
c1ccc(N=C2SC3=NCCN3C2=Nc2ccccc2)cc1	74*	50	72*	70*	62	47
O=C(O)c1ccc(Cl)c2ncccc12	1	5	-1	-10	13	-28
Oc1ccc(CCC2CCNc3ccccc32)cc1 (centres undefined)	-2	0	-14	-4	-4	-12
CC(=O)NNC(=O)NCCCCCCNC(=O)NNC(C)=O	20	16	25	18	26	16
O=[N+]([O-])c1cccc2cccc(Cl)c12	-4	26	-1	21	24	-5
CNC(=O)c1ccc(Cl)c(Cl)c1	25	38	32	10	18	21
CCOC(=O)N1CCN(CCCCCCOc2ccc(C(C)(C)C)cc2)CC1	96*	93*	98*	97*	99*	95*
COc1ccc(/C=C2\CSC/C(=C\c3ccc(OC)c(OC)c3OC)C2=O)c(OC)c1OC	-1	-3	8	-4	6	-3
CC(=O)NC(CCC(=O)O)C(=O)O.[NH-]C1CCCCC1[NH-].[Pt+2] (centres undefined)	99*	99*	100*	99*	99*	99*
OCC(O)CO	6	4	-10	-3	25	16
C=C(c1c(C)cccc1OC(C)=O)c1c(C)cccc1OC(C)=O	-11	-9	-1	17	-7	-9
O=C(CSc1nnc(-c2ccc(N=Cc3ccc(Cl)cc3)cc2)o1)Nc1ccccc1[N+](=O)[O-]	-45	3	-1	-19	2	-65
O=C(O)c1cccc2cccnc12	-15	10	3	3	14	6
Cc1ccc(N=C(N)Nc2ccc(C)cn2)nc1	78*	84*	45	79*	42	40
O=C(N/N=C(\c1nc2ccc(Cl)cc2[nH]c1=O)C(O)c1ccccc1Cl)c1ccncc1 (centres undefined)	20	17	9	31	37	19
Cc1cc(C(=O)c2ccc(Cl)cc2)ccc1O	58	72*	86*	25	71*	46
O=C(c1ccccc1)N1OCCCc2ccccc21	8	18	19	13	20	3
COc1cc2c(cc1OC)C(=O)C1COC(=O)C1C2 (centres undefined)	-12&-19	1&-17	15&-9	-5&-6	12&1	5&-12
CSc1nc(N)c(N=Nc2ccc(S(=O)(=O)Nc3cc(C)nc(C)n3)cc2)c(=O)[nH]1	16	17	-11	2	-3	0
Clc1cnnc2nc[nH]c12	-7	-11	-24	-16	-23	-28
COc1cccc(CCC(=O)O)c1	-10	-12	-22	-1	3	31
COc1ccc(CCNC(=S)NC(=O)c2cc(OC)c(OC)c(OC)c2)cc1OC	-19	-9	5	-1	4	6
S=C=NCCCCCCCCCCCCN=C=S	90*	94*	94*	90*	95*	58
CCOC(=O)c1cc(C)c(O)c(C(=O)OCC)c1	16	0	1	52	-11	7
O=C(O)CNc1c2ccccc2nc2ccccc12	20	37	25	8	53	33
O=C1CCC(c2n[nH]c(=S)n2-c2ccccc2)N1 (centres undefined)	18	23	13	0	8	35
NC(N)=NS(=O)(=O)c1ccc(Nc2c3ccccc3nc3c(C(=O)NNCCO)cccc23)cc1	-3	-10	26	16	-2	-8
N#CCCN(CCc1ccccn1)CN1C(=O)c2ccccc2C1=O	-5	10	-4	3	-13	-7
ClC(Cl)=C(Cl)C(Cl)(Cl)Cl	21	-24	1	-6	5	-16

# Pulled one by one from above:
molecule	mec2-1	yeast rad50	sgs1 mgt1	yeast bub3	yeast mlh1 rad18	cln2 rad14
N#CCCN(CCc1ccccn1)CN1C(=O)c2ccccc2C1=O	-5	10	-4	3	-13	-7
O=C(O)CNc1c2ccccc2nc2ccccc12	20	37	25	8	53	33

# Further structures
molecule	mec2-1	yeast rad50	sgs1 mgt1	yeast bub3	yeast mlh1 rad18	cln2 rad14
C=COCC(C)C (tested in a mixture with another compound)	-14	24	17	30	17	67
Nc1nc(-c2ccccc2)cc(-c2cc(Cl)ccc2O)n1	-1	14	-3	6	7	20
CCOC(OCC)C1(C)CC=CCC1 (centres undefined)	11	20	5	3	6	-3
COc1ccc(/C=C/C(=O)O)c(OC)c1	31	1	-8	28	-10	25
Cc1ccc(C)c(NC(=O)c2ccc(C(=O)O)cc2C(=O)O)c1	14	25	20	22	22	25
CN(C)c1ccc2c(SCC(=O)OCC(=O)C3(O)CCC4C5CCC6=CC(=O)C=CC6(C)C5C(O)CC43C)c3ccc(N(C)C)cc3nc2c1 (centres undefined)	45	43	57	42	61	60
CN(CCNC(=O)C1CCCCC1C(=O)O)c1ccccc1 (centres undefined)	22	5	1	14	-10	0
CS(=O)(=O)c1ccc(N2CCCCC2)c([N+](=O)[O-])c1	6	30	28	11	-5	17
CC(=O)OC1OC(C)C(OC(C)=O)C(OC(C)=O)C1OC(C)=O (centres undefined)	2&-4	2&7	12&-6	-4&4	10&-16	4&0
O=C(N/N=C\c1ccc(Cl)cc1)Nc1cccc2ccccc12	32	1	1	-10	-23	26
OCC(O)C(O)C(O)C(SCc1ccccc1)SCc1ccccc1 (centres undefined)	-8	4	-20	-6	-13	-5
CCCCCCCSCC(O)COC(c1ccccc1)(c1ccccc1)c1ccccc1 (centres undefined)	-29	-18	-30	-22	-21	-20
NC(N)=N/N=C/c1oc(-c2ccc(S(=O)(=O)O)o2)c(-c2ccc(S(=O)(=O)O)o2)c1[N+](=O)[O-]	10	-21	-22	-3	1	7
CC(=O)Nc1ccc(/C=N\N2C(=O)c3ccccc3C2=O)cc1	1	11	4	-5	19	15
Cc1ccc2c(C(=O)O)cccc2c1	9	14	9	-4	11	11
C/C(CC(=O)c1ccccc1)=C1\C(=O)NN(c2ccccc2)C1=O	48	60	68	65	60	57
CCCCN(CCCC)CC(O)c1cc(-c2ccc(Cl)cc2)nc2c(C)cccc12 (centres undefined)	97*	98*	98*	90*	96*	96*
NC(=O)OCCO	6	19	11	-2	26	10
Cc1nn(C(=O)c2ccc(Cl)cc2)c2c1C(c1ccccc1)SC(N)=N2 (centres undefined)	-38	-19	-5	18	-4	6
O=c1[nH]n(Cc2ccccc2Cl)c2ccc([N+](=O)[O-])cc12	29	20	-20	10	-3	19
O=C(Nc1ccc(Cl)cc1)Nc1nnc2nc(C3(c4nc5nnc(NC(=O)Nc6ccc(Cl)cc6)n5[nH]c4=O)CCCC3=O)c(=O)[nH]n12	-20	-23	-12	11	-3	-32
CC(=O)N(CCCCNC(=O)C(F)(F)F)CCCNC(=O)C(F)(F)F	-6	3	7	-27	-59	5
CC(O)(CO)CC(C)(O)CO (centres undefined)	-7	13	2	-1	-7	77*
Oc1ccccc1C=Nc1ccccc1	2	29	0	-1	-2	7
COc1ccccc1C(=O)O	-17	-7	-9	-7	-5	-2

# Screening results from PubChem BioAssay.
